Screening results: PubChem, several laboratories
ARFGAP1 inhibitor: inhibitors of rat ARFGAP1 GAP activity, primary screen, biochemical, fluorescence polarization, GDP tracer. ADP-ribosylation factor GTPase-activating protein 1 (Rattus norvegicus), Q62848. Arfgap1-stimulated ARF1 GTP hydrolysis, GDP FP detection. inhibition, % at 16.5 µM. 360,000 compounds, 0.26% hits;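 active means inhibition above a per-plate limit, mean inhibition of low control wells plus 3 SD, cut at about 25% in these data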;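 further: 0% = DMSO wells with enzyme and 100% = wells lacking Arfgap1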
Target sequence (Q62848 1-136 limits assumed): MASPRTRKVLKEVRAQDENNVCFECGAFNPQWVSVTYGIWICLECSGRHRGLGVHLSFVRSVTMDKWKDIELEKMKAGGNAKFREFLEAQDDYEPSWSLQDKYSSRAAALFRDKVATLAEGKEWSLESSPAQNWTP
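Material: truncated rat Arfgap1 GAP domain; Incubation: compound-enzyme preincubation 20 min, reaction 120 min, detection 60 min, 25 °C; Read-out: percent inhibition of Arfgap1-stimulated GTP hydrolysis; Technique: FP, GDP Alexa 633 tracer displaced from anti-GDP antibody, 620/688 nm; Controls: No-Arfgap1 wells (100%) versus DMSO full-reaction wells (0%); Replication: single well per compound.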
FXN GAA850 act: FXN promoter activators, primary screen, cell-based, luciferase luminescence, HEK293 lucGAA850; HEK293 lucGAA850 FXN promoter luciferase reporter, 24 h; percent of 10 µM SAHA response; activation, % at 6 µM; 360,000 compounds, 0.56% hits; AID 540364, 2011;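 active means activation above the average of all compounds screened plus 3 SD, cutoff fixed separately per campaign, cut at about 7.5% in these data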;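 further: 0% = DMSO wells and 100% = 10 µM SAHA wells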
ASAP1 GAP inh: inhibitors of human ASAP1 ArfGAP activity, primary screen, biochemical, fluorescence polarization; Arf-GAP with SH3 domain, ANK repeat and PH domain-containing protein 1 (Homo sapiens), …; ASAP1-stimulated ARF1 GTP hydrolysis, GDP FP detection; inhibition, % at 16.5 µM; 360,000 compounds, 0.19% hits; in the data active means inhibition above about 25%;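 further: 0% = vehicle with enzyme and substrate and 100% = no enzyme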
proKLK7 act: proKLK7 zymogen activators, primary screen, biochemical, fluorescence intensity; Kallikrein-7 (Homo sapiens), P49862; purified proKLK7, EDANS-DABCYL substrate fluorescence; 100% is mature enzyme control, 0% vehicle; activation, % at 7 µM; 370,000 compounds, 0.9% hits;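 active means activation above the mean of all tested compounds plus 3 SD, computed per campaign excluding outliers beyond control limits, cut at about 13% in these data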
Target sequence (P49862 whole entry, looked up): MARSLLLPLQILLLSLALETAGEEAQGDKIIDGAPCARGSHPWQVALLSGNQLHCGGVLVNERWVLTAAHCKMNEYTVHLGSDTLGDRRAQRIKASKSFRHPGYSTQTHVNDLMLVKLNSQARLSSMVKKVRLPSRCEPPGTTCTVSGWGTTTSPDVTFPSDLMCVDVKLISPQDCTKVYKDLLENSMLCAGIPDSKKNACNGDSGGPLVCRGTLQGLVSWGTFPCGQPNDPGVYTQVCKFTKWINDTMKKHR
rCAG binder: binders of r(CAG) RNA repeats, primary screen, biochemical, fluorescence | r(CAG) RNA repeat, TO-PRO-1 dye displacement fluorescence | inhibition, % at 3 µM | 370,000 compounds, 1.3% hits | AID 651821, 2012;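 active means inhibition above the plate cutoff, the mean of all test compounds on that plate plus 3 SD, cut at about 35% in these data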;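 further: 0% = DMSO alone and 100% = 100 µM mitoxantrone as full dye displacement; higher means more dye released from RNA so lower well fluorescence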
ADAM10 inh: human ADAM10 inhibitors, primary screen, biochemical, QFRET, HTS; 370,000 compounds, 0.62% hits; Disintegrin and metalloproteinase domain-containing protein 10 (Homo sapiens), O14672; AID 720582, 2013; inhibition, % at 7 µM; recombinant ADAM10, EDANS/DABCYL FRET peptide cleavage, 3 h;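 active means inhibition above a per-campaign cutoff equal to the mean of compounds falling between control-based bounds plus 3 SD, cut at about 20% in these data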;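 further: 0% = DMSO wells while the 100% control is not disclosed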
sPLA2-III inh: human group III sPLA2 inhibitors, primary screen, biochemical, QFRET, BODIPY PC-A2 liposome substrate; 370,000 compounds, 0.56% hits; QFRET BODIPY PC-A2 liposome hydrolysis, fluorescence; inhibition, % at 12.2 µM; AID 743126, 2013;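 active means inhibition above mean plus 3 SD of compounds lying within the high and low control bounds, cut at about 19% in these data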;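 further: 0% = median of test compound wells and 100% = no enzyme DMSO wells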
Target sequence (Q9NZ20 whole entry, looked up): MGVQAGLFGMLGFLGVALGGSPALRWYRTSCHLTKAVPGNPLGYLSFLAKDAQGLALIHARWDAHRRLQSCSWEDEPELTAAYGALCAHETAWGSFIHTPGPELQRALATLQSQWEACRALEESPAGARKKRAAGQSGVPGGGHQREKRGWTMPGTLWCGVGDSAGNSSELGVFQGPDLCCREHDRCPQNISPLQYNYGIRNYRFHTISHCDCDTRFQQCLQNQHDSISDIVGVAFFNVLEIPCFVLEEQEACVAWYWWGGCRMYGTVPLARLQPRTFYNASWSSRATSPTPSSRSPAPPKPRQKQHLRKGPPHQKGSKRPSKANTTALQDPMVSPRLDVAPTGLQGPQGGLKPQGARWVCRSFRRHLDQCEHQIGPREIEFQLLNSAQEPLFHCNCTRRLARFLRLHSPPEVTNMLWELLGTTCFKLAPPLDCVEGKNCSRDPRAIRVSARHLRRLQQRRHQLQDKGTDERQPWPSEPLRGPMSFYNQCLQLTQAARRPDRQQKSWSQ
GC-A act: GC-A stimulated cGMP production enhancers – HEK293 GC-A cells, cGMP TR-FRET, EC30 ANP, primary screen | 370,000 compounds, 0.14% hits | activation, % at 10 µM | Atrial natriuretic peptide receptor 1 (Homo sapiens), P16066 | 0% at EC30 ANP, 100% saturating ANP; in the data active means activation above about 40%
NPR2 activator: human GC-B receptor activators, primary screen, HEK293 GC-B cells, cGMP TR-FRET, EC30 CNP; Atrial natriuretic peptide receptor 2 (Homo sapiens), P20594; 0% at EC30 CNP, 100% saturating CNP; activation, % at 10 µM; 370,000 compounds, 0.11% hits;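 active means activation at 10 µM reaching about 35% in either raw or pattern-adjusted values, limit read from the data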
DDE Tn6 FP inh: inhibitors of Tn6 peptide binding to fibrin DD(E), primary screen, biochemical, fluorescence polarization, human fibrin, Tn6 probe; Fibrinogen beta chain (Homo sapiens), P02675; Fibrin DD(E) TRITC-Tn6 fluorescence polarization displacement; inhibition, % at 8.3 µM; 370,000 compounds, 0.21% hits; AID 720509, 2013;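 active means inhibition above a per-campaign cutoff: mean of compounds within control limits plus 3 SD, cut at about 15% in these data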;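 further: 0% = median of all compound wells on the plate and 100% = blocking peptide control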
Numbers without * were called inactive; i = inactive; . = not tested or not shown; & = joins results of further samples.

1. CCCn1cc(SCC(=O)NCc2ccc3c(c2)OCO3)c2ccccc21
2. Cc1ccccc1NC(=O)C1CCCN1S(=O)(=O)c1cccnc1 (configuration not stated)
3. CCC(=O)n1nc(-c2ccccc2)nc1SCC(=O)Nc1ccc(C)cc1
4. Cc1ccc(/C=N/NC(=O)Cc2c(F)cccc2Cl)s1
5. COc1ccc(-c2nnn(CC(=O)N(Cc3ccccc3Cl)C(C(=O)NCC3CCCO3)c3ccco3)n2)cc1OC (configuration not stated)
6. O=C(/C=C/c1ccco1)NCc1ccc2c(c1)OCO2
7. CCOC(=O)[C@H]1[C@H]2COc3ccccc3[C@@H]2N2C(=O)c3ccccc3NC(=O)[C@@]12C
8. COc1cccc(CN2CCC(C(=O)Nc3ccc(-c4cccc(C)c4)cc3)CC2)c1O
9. COC(=O)C1=C(C)N(Cc2cccc(C(F)(F)F)c2)C(=NCc2ccc3c(c2)OCO3)NC1c1ccc(Cl)cc1 (configuration not stated)
10. O=C(c1ccc2c(=O)n(Cc3ccco3)c(=S)[nH]c2c1)N1CCN(Cc2ccccc2)CC1
compound no.	1	2	3	4	5	6	7	8	9	10
ARFGAP1 inhibitor	-4	.	1	-5	6	10	10	3	13	13
FXN GAA850 act	-2.1	.	-2.1	3.3	-0.3	3.0	-6.2	0.1	.	2.5
ASAP1 GAP inh	-3	.	-10	-8	-1	-7	-10	24	2	-4
proKLK7 act	-0.3	0.0	0.0	0.8	1.1	0.3	0.1	0.7	1.5	0.2
rCAG binder	2	2	5	-5	8	3	8	7	8	1
ADAM10 inh	5	4	15	0	4	2	-15	14	2	-1
sPLA2-III inh	-1	5	-20	-10	0	-4	5	-17	-1	-5
GC-A act	-11	2	4	1	-3	0	-4	-3	-22	2
NPR2 activator	-5	0	-3	-1	1	6	0	3	-19	-3
DDE Tn6 FP inh	-1	-3	-1	8	-9	-3	-12	-8	-9	-5

11. N#Cc1ccc(NC(=O)COC(=O)CCc2nc3ccccc3c(=O)[nH]2)cc1
12. Cc1cc(OCC(=O)NCc2nc(-c3ccccc3)no2)c(C)cc1Br
13. O=C(NNC(=S)NC1CCCCC1)c1ccccc1Br
14. Cc1cc(C)c(C)c(S(=O)(=O)N2CCN(C(=O)c3ccco3)CC2)c1C
15. COc1ccc(-n2c(SCC(=O)NC3CCCC3)nnc2-c2ccncc2)cc1
16. COc1ccc(C(=O)Cn2cnc3ccccc3c2=O)c(OC)c1
17. COc1ccc2c(C)cc(SCC(=O)Nc3cccnc3Cl)nc2c1
18. CC(C)[C@H](NC(=O)N1c2ccccc2NC(=O)[C@@H]1C(C)C)C(=O)N[C@@H](C(=O)O)c1ccccc1
19. O=C(CCC(=O)Nc1ccccc1Cl)NNC(=O)c1ccco1
20. O=C(COc1ncnc2ccc(Br)cc12)NCc1ccc2c(c1)OCO2
compound no.	11	12	13	14	15	16	17	18	19	20
ARFGAP1 inhibitor	16	-2	-7	-5	.	-1	-1	-5	4	1
FXN GAA850 act	-1.3	0.3	0.1	-0.1	.	7.7*	3.4	-0.5	2.2	-0.3
ASAP1 GAP inh	7	6	-3	-7	.	0	1	-3	-8	-8
proKLK7 act	-0.2	0.6	-0.3	-0.6	0.3	-0.4	0.3	0.1	-0.7	0.5
rCAG binder	0	0	4	-7	3	3	4	4	-2	4
ADAM10 inh	4	5	3	-1	-7	12	0	-6	-7	2
sPLA2-III inh	4	-3	21*	-5	13	-7	-2	-6	7	-4
GC-A act	-6	4	2	-6	-2	-2	-2	0	2	-3
NPR2 activator	-7	-21	4	0	4	5	5	-10	3	0
DDE Tn6 FP inh	2	1	-2	-6	4	3	-3	1	-4	-1

Four compounds from above, arranged by molecular weight, falling:
18. CC(C)[C@H](NC(=O)N1c2ccccc2NC(=O)[C@@H]1C(C)C)C(=O)N[C@@H](C(=O)O)c1ccccc1
14. Cc1cc(C)c(C)c(S(=O)(=O)N2CCN(C(=O)c3ccco3)CC2)c1C
17. COc1ccc2c(C)cc(SCC(=O)Nc3cccnc3Cl)nc2c1
16. COc1ccc(C(=O)Cn2cnc3ccccc3c2=O)c(OC)c1
compound no.	18	14	17	16
ARFGAP1 inhibitor	-5	-5	-1	-1
FXN GAA850 act	-0.5	-0.1	3.4	7.7*
ASAP1 GAP inh	-3	-7	1	0
proKLK7 act	0.1	-0.6	0.3	-0.4
rCAG binder	4	-7	4	3
ADAM10 inh	-6	-1	0	12
sPLA2-III inh	-6	-5	-2	-7
GC-A act	0	-6	-2	-2
NPR2 activator	-10	0	5	5
DDE Tn6 FP inh	1	-6	-3	3

(listing goes on)
21. O=C(CCC(=O)c1ccc(F)cc1)Nc1cccc(Br)c1
22. O=c1c(-c2ccco2)[n+]([O-])c2ccccc2n1OCc1ccccc1
23. Cc1oc(-c2ccccc2F)nc1CS(=O)CC(=O)NCCN1CCCCC1C (configuration not stated)
24. COc1ccc(N(C(=O)c2snc(C(N)=O)c2N)C(C(=O)NC2CCCC2)c2ccc3ncccc3c2)cc1 (configuration not stated)
25. COC(=O)[C@]1(CC(C)C)N[C@H](c2ccc(-c3ccc(F)cc3)c(OC)c2)[C@@H]2C(=O)N(C)C(=O)[C@@H]21
26. O=C(O)/C(=C\c1c(C(=O)O)[nH]c2cc(Cl)cc(Cl)c12)c1ccccc1
27. Cc1cccc(C)c1NC(=O)c1sc(Cl)nc1C
28. O=C(O)c1cccc(COc2cccc3ccccc23)c1
29. Cc1occc1C(=O)N1CCN(S(=O)(=O)c2ccc(F)cc2)CC1
30. CCOc1cccc(NC(=O)C2CCCN(S(=O)(=O)c3ccc(OC)cc3)C2)c1 (configuration not stated)
compound no.	21	22	23	24	25	26	27	28	29	30
ARFGAP1 inhibitor	7	8	5	6	3	-7	8	-4	-4	11
FXN GAA850 act	0.8	0.7	-1.1	-4.3	-3.0	1.9	3.3	5.1	1.1	-3.0
ASAP1 GAP inh	-1	-13	-2	3	-1	3	8	-4	-4	7
proKLK7 act	0.0	-1.2	0.0	-0.3	1.2	0.1	0.0	0.4	0.2	0.2
rCAG binder	2	8	-1	14	-5	6	-1	12	0	4
ADAM10 inh	1	-15	-1	-23	-4	-5	3	-2	0	14
sPLA2-III inh	-5	2	4	-2	-1	-19	3	-16	-5	-40
GC-A act	0	-3	2	-10	-1	0	6	1	0	-5
NPR2 activator	-5	1	5	-4	-3	1	-4	-2	-4	-5
DDE Tn6 FP inh	5	1	4	-4	-6	-1	6	-2	8	7

31. CNCCCC12CCC(c3ccccc31)c1ccccc12
32. COc1ccc(OC)c(S(=O)(=O)Nc2ccc3c(c2)C(=O)OC3)c1
33. CCC(C)c1ccc(Nc2ncccc2C#N)cc1 (configuration not stated)
34. CCOc1ccc(NC(=O)CN(C)C(=O)COc2cccc3c2OC(C)(C)C3)cc1OCC
35. Cc1cc(N2CCN(C(c3ccnc4ccccc34)c3nnnn3-c3c(C)cccc3C)CC2)c2ccccc2n1 (configuration not stated)
36. Cc1[nH]n(-c2ccccc2)c(=O)c1N=Nc1ccc2c(c1)OCCO2
37. NC1=CC(=O)C(=O)c2cccnc21
38. CCc1cccc(CC)c1-n1c(SCc2cc(=O)n3ccsc3n2)nnc1-c1cccnc1
39. O=c1c(-c2ccccc2Cl)coc2c(CN3CCCCC3)c(O)ccc12
40. Cc1ccc(NC(=O)[C@@H]2CCCN2S(=O)(=O)c2ccccc2C(F)(F)F)cc1S(=O)(=O)N1CCOCC1
compound no.	31	32	33	34	35	36	37	38	39	40
ARFGAP1 inhibitor	-6&2&-1	5	9	3	-6	-10	-15	-7	10	0
FXN GAA850 act	0.6&-2.2&-1.2	1.7	1.9	1.1	.	2.7	-4.3	-0.5	0.8	6.6
ASAP1 GAP inh	11&-2&5	-1	0	1	3	1	6	-10	-5	-1
proKLK7 act	-1.1&0.1&0.2	-1.0	0.7	-0.3	-32	0.5	0.0	0.2	60*	0.1
rCAG binder	14&11&13	-1	-1	-10	17	1	7	-5	0	1
ADAM10 inh	-9&-6&2	-7	1	-7	-15	-3	-15	-7	i	4
sPLA2-III inh	-5&-2&2	-6	4	5	5	5	-8	0	3	-23
GC-A act	-14&-8&-7	2	3	-1	-4	-10	-7	-21	5	0
NPR2 activator	-8&-5&-7	4	-6	-1	-5	1	-3	-7	-2	5
DDE Tn6 FP inh	4&2&-4	4	-1	4	-3	0	2	-3	-1	5

Look-ups from the entries so far:
proKLK7 act with cpd 2 is entered as 0.0
DDE Tn6 FP inh with cpd 21 is entered as 5

Other compounds:
41. c1ccc(CN2CCN(c3nc4ccccc4n4cnnc34)CC2)cc1
42. CC(=O)Nc1ccc(S(=O)(=O)N2CCN(S(=O)(=O)c3ccc(F)c(F)c3F)CC2)cc1
43. CCCC(=O)Nc1cc(-c2nc3ncccc3o2)ccc1Cl
44. CC[C@@]1(C(=O)OC)N[C@H](CN(C)S(=O)(=O)c2ccc(F)cc2)[C@@H]2C(=O)N(C)C(=O)[C@@H]21
45. Cc1c(C(=O)N2CCOCC2)sc2nc(-c3ccccc3)cn12
46. Cc1ccc2[nH]c3nc(N/N=C/c4cccc(O)c4)nnc3c2c1
47. CCOC(=O)Cc1nnc(NC(=O)CSc2nnc3c(n2)[nH]c2ccccc23)s1
48. CCc1ccc(S(=O)(=O)NCC(O)COc2ccc(OC)cc2)cc1 (configuration not stated)
compound no.	41	42	43	44	45	46	47	48
ARFGAP1 inhibitor	5	6	9	-18	3	6	2	12
FXN GAA850 act	-0.5	1.4	0.6	0.9	1.8	1.2	-0.9	1.2
ASAP1 GAP inh	3	-8	4	-2	-3	23	6	-10
proKLK7 act	0.4	-0.3	0.2	0.6	-0.7	-0.4	-0.2	-0.1
rCAG binder	-1	1	0	3	-2	24	25	-6
ADAM10 inh	-9	1	-3	0	2	-9	6	3
sPLA2-III inh	-4	5	-2	2	1	-5	-37	-14
GC-A act	-3	5	0	4	3	-6	6	2
NPR2 activator	-9	3	0	4	8	2	-1	-2
DDE Tn6 FP inh	1	-6	3	6	5	-18	0	0
